From PubChem
KCNQ1 pot – human KCNQ1 channel potentiation or activation; P51787; hit rate 0.35% among 310,000; CHO-K1 KCNQ1, thallium flux FluxOR fluorescence; hits give high values; B-score at 10 µM; AID 2648;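 active means fluorescence ratio B-score, a plate-corrected score, at least three library SD, with initial intensity B-score within 5 SD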
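System: CHO-K1 cells stably expressing KCNQ1 / Medium: assay buffer for compound exposure, DMSO matched across wells / Reagent: thallium- and potassium-containing depolarizing buffer / Compound: one concentration, matched DMSO / Incubation: 20 min compound pretreatment at room temperature / Measured by: kinetic FluxOR fluorescence, 10 s baseline plus 110 s post-stimulus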
MrgX1 allo act – allosterically activates human MrgX1 receptor signaling; MrgX1-HEK293, Fluo-4 calcium flux, FDSS; hits give high values; AID 588675; hit rate 0.63% among 310,000; Q96LB2; B-score at 10 µM;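 active means plate-corrected calcium response at least 3 library SD above typical, normal starting fluorescence, not activating the receptor alone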;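 further: compound read alongside a low EC10 to EC30 dose of BAM8-22 agonist; peak minus trough fluorescence over baseline measured at the second addition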
KCNQ1 inh – human KCNQ1 channel inhibition; AID 2642; hit rate 1.3% among 310,000; CHO-K1 KCNQ1, FluxOR thallium flux fluorescence; hits give high values; B-score at 10 µM;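 active means compounds whose thallium flux B-score, printed positive for inhibition, exceeds three library SD while starting fluorescence stays within three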;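 further: channel opened by potassium depolarization with thallium stimulus after 20 min compound exposure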
ANO1 block – blocks the mouse calcium-activated chloride channel TMEM16A. Q8BHY3. HEK293 TMEM16A/YFP iodide influx fluorescence, ionomycin. normalized B-score (activity score, 25-100; higher = stronger inhibition) at 10 µM. hit rate 1.2% among 310,000. AID 588511;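 active means ratio plate-corrected score three or more library SD toward inhibition, starting fluorescence score within five deviations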;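 further: score derived from kinetic fluorescence span divided by baseline fluorescence per well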
RGS4 act – RGS4 potentiation or activation; HEK293 M3R/inducible RGS4, carbachol calcium flux Fluo4; hits give low values; B-score at 10 µM; hit rate 0.92% among 310,000; AID 463111;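 active means B-score of the integrated calcium signal more than 4 SD below the library mean, with starting fluorescence not abnormally high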;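 further: negative B-score means reduced calcium response which marks RGS4 activation or potentiation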
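Material: Inducible-RGS4 HEK293 cells carrying M3 receptor; also added: carbachol at ECmax as muscarinic agonist stimulus; incubation: compound preincubation 20 min at room temperature before agonist; signal: Fluo4-AM (2 µM) calcium-flux fluorescence, kinetic read; measure: integrated calcium ratio converted to B score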
KCNK3 inh – human KCNK3 channel inhibition, primary screen; CHO-KCNK3 thallium flux, FluxOR fluorescence; hits give low values; AID 602410; O14649; hit rate 0.84% among 340,000; B-score at 10 µM;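 active means B-score under library mean minus 4 SD, starting fluorescence ratio at most library mean plus 5 SD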;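 further: more negative B-score means stronger inhibition of thallium flux through KCNK3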
Target sequence (O14649 whole entry, looked up): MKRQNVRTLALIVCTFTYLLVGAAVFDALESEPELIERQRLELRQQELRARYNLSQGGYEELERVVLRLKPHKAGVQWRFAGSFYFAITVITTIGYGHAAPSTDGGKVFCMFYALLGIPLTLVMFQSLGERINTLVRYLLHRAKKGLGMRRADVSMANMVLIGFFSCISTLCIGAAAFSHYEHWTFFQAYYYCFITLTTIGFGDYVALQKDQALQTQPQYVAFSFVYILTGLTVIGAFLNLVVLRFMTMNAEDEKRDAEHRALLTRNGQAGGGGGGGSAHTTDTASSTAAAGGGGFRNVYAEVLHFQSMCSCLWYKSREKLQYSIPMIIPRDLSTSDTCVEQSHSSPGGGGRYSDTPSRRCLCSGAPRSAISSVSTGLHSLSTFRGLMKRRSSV
KCNK9 block – blocks the human KCNK9 two-pore domain potassium channel; Q9NPC2; HEK293 KCNK9, FluxOR thallium flux fluorescence; hits give low values; B-score at 10 µM; hit rate 1.2% among 310,000;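 active means ratio B-score over 3 SD below the library mean, with starting fluorescence within 5 SD of its mean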;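 further: negative B-score means less thallium flux so channel inhibition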
Target sequence (Q9NPC2 whole entry, looked up, the tested form may be a part): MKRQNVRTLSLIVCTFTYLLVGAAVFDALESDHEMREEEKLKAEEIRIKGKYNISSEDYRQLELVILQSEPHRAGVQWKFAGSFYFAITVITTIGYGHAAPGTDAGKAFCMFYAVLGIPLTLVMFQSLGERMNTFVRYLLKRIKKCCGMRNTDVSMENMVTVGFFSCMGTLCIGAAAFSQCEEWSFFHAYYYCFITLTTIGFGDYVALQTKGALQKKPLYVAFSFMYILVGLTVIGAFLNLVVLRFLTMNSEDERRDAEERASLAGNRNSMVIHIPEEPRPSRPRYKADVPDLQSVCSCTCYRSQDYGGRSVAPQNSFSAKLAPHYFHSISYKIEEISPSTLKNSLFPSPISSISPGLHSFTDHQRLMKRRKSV
TMEM16A act – mouse TMEM16A channel activation, primary screen; Q8BHY3; HEK293 TMEM16A/YFP-H148Q/I152L, iodide quench fluorescence; hits give low values; B-score at 10 µM; hit rate 0.3% among 340,000;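 active means fluorescence-ratio B-score plate-corrected deviation score at least 3 library SD below zero, with starting fluorescence score within 5 deviations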;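 further: channel opened by trigger with iodide after compound preincubation; score built on the fluorescence ratio of max minus min over baseline; more negative score means more quench and so TMEM16A activation or potentiation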
hERG protect – hERG (human) protection from proarrhythmic block. activation (rescue from dofetilide block), less the hit threshold, % at 10 µM. Q12809. CHO-hERG, FluxOR thallium flux, dofetilide IC70 present. hit rate 0.51% among 310,000;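 active means activation above the mean of controls blocked by dofetilide plus 5 SD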;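 further: thallium influx through hERG after potassium depolarization seen as dye fluorescence rise; in these data hits start at about 4.7%; inactives centre near -7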
MrgX1 agonist – agonists of human MrgX1 receptor; Q96LB2; MrgX1-HEK293 cells, Fluo-4 calcium fluorescence, agonist mode; hits give high values; B-score at 10 µM; hit rate 0.44% among 310,000; AID 588627;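 active means calcium response B-score plate-corrected fluorescence ratio at least 3 library SD, with starting fluorescence B-score inside 5 SD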
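Test system: HEK293 cells stably expressing human MrgX1 receptor; amount: 15,000 cells per well; doses: compound delivered in addition one of three; times: overnight plating before 1 h dye loading; detection: Fluo-4 NW calcium-flux fluorescence, kinetic read; read-out basis: B-scored fluorescence response ratio; controls: positive and negative controls per plate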
RGS4 inh – inhibitors of human RGS4 | HEK293 M3R/RGS4 inducible, Fluo-4 calcium flux; hits give high values; triggered by carbachol at its EC20 | B-score at 10 µM | P49798 | hit rate 0.45% among 310,000;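 active means B-score, a plate-corrected calcium signal, over three deviations above library mean, with baseline fluorescence within five deviations of library mean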;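 further: RGS4 expression induced by doxycycline in cells with stable M3 receptor; B-score is computed from the integrated fluorescence ratio over baseline after carbachol; higher B-score means a larger calcium signal and so more RGS4 inhibition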
Target sequence (P49798 whole entry, looked up): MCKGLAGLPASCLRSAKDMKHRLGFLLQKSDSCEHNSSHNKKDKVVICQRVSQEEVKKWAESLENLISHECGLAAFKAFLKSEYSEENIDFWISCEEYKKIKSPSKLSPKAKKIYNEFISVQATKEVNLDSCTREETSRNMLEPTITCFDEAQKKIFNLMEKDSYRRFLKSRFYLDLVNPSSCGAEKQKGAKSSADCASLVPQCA
Starred values were filed as active, the others as inactive; i = inactive; nt = no result given.

SMILES	KCNQ1 pot	MrgX1 allo act	KCNQ1 inh	ANO1 block	RGS4 act	KCNK3 inh	KCNK9 block	TMEM16A act	hERG protect	MrgX1 agonist	RGS4 inh
O=C(Nc1ccsc1C(=O)N1CCCCCC1)c1ccccc1	i	i	i	i	i	i	i	i	-11.8	i	i
C/C(=N\NC(=O)c1nnn(-c2nonc2N)c1-c1cccs1)c1ccc(C)cc1	i	i	i	i	i	i	i	i	-1.4	i	i
COc1cc(OC)cc(-c2nc3nc(C)c(CCC(=O)O)c(C)n3n2)c1	i	i	i	i	i	i	i	i	-11.1	i	i
CC(=O)Nc1ccc(N2CCCC(C)C2)c([N+](=O)[O-])c1 (configuration not stated)	i	i	i	i	i	i	i	i	-13.4	i	i
CC(C)C(OC(=O)CCCC(=O)Nc1nccs1)C(=O)NC1CCCCC1 (configuration not stated)	i	i	i	i	i	i	i	i	-11.2	i	i
Clc1cccc(N=C2NN=C(c3ccc4c(c3)OCCO4)CS2)c1	i	i	i	i	i	i	i	i	-12.5	i	i
O=S(=O)(c1ccc(-c2ccon2)s1)N1CCN(c2ccccn2)CC1	i	i	i	i	i	i	i	i	-2.8	i	i
O=C(CCS(=O)(=O)c1ccccc1)Nc1nncs1	i	i	i	i	i	i	i	i	-1.9	i	i
COc1cc(C(=O)Nc2ccc(O)cc2C(=O)O)ccc1OC(C)=O	i	i	i	i	i	i	i	i	1.3	i	i
COc1ccccc1NC(=O)Nc1ccc(Cc2ccncc2)cc1	i	i	i	i	i	i	i	i	-14.4	i	i
CCCCN(C)CCCNC(=O)CS(=O)Cc1nc(-c2ccc(OC)c(OC)c2)oc1C (configuration not stated)	i	i	i	i	i	i	i	i	-5.2	i	i
C=CCNC(=O)c1ccccc1NC(=O)c1ccc(Cl)c(S(=O)(=O)Nc2cccc(C)c2C)c1	i	i	i	i	i	i	i	i	0.0	i	i
CC(=O)N1CCN(C(=O)CCC(=O)O)CC1	i	i	i	i	i	i	i	i	-10.5	i	i
CCOc1ccccc1NC(=O)CCS(=O)(=O)c1ccc(Br)cc1	i	i	i	i	i	i	i	i	-4.2	i	i
CN1CCN(S(=O)(=O)Cc2ccccc2Cl)CC1	i	i	i	i	i	i	i	i	-5.0	i	i
O=C(NC1CC1)c1sc2ccccc2c1Cl	i	i	i	i	i	i	i	i	-1.3	i	i
Cc1cc(C)nc(SCC(=O)N(C)CC(=O)Nc2ccccc2Br)n1	i	i	i	i	i	i	i	i	-9.2	i	i
C/C=C/c1ccc(OCCSc2nc(C)cc(=O)[nH]2)c(OC)c1	i	i	i	i	i	i	i	i	-8.1	i	i
C=C(C)CNC(=S)Nc1nc2c(cc1C(=O)OCC)CCCC2	i	nt	i	nt	i	i	i	i	1.0	nt	i
O=c1c2ccccc2ncn1Cc1ccc2c(c1)OCO2	i	i	i	i	i	i	i	i	-3.6	i	i
Cc1ccc(C)c(N2CCN(C(=O)CNS(=O)(=O)c3cccs3)CC2)c1	i	i	i	i	i	i	i	i	-6.5	i	i
CCOCCn1c(=O)c2c(nc3n2CCCN3Cc2ccccc2)n(C)c1=O	i	i	i	i	i	i	i	i	-3.9	i	i
CC(=O)c1sc(C(=O)O)c(-c2ccco2)c1-c1ccco1	i	i	i	i	i	i	i	i	-6.7	i	i
CN(C)c1ccc(CNn2cnnc2SCc2ccc(F)cc2)cc1	i	i	i	i	i	i	i	i	-7.5	i	i
NC(=O)CSc1cn(CCNC(=O)c2cccs2)c2ccccc12	i	i	i	i	i	i	i	i	-13.2	i	i
COc1ccc(C(=O)Nc2ccncc2)cc1[N+](=O)[O-]	i	i	i	i	i	i	i	i	-13.0	i	i
CCc1ccccc1NC(=O)CCN1C(=O)C2CC=CCC2C1=O (configuration not stated)	i	i	i	i	i	i	i	i	-13.8	i	i
Cc1ccc(C)n1-c1ccc(C(=O)NN)cc1	i	i	i	i	i	i	i	i	-14.2	i	i
COc1ccc(N(CC(=O)Nc2cccc(SC)c2)S(C)(=O)=O)cc1	i	i	i	i	i	i	i	i	-3.0	i	i
CCCCn1c(Cn2nc(C(=O)O)c3ccccc3c2=O)nc2cc(S(N)(=O)=O)ccc21	i	i	i	i	i	i	i	i	-11.7	i	i
COc1ccc(C(=O)N/C(=C\c2ccco2)C(=O)OCc2ccco2)cc1	i	i	i	i	i	i	i	i	-16.5	i	i
CC(=O)NCCc1ccc(S(=O)(=O)Nc2ccc3c(c2)OCCO3)cc1	i	i	i	i	i	i	i	i	-3.0	i	i
CCOC(=O)N1CCN(CC(O)COCC2=CCC3CC2C3(C)C)CC1 (configuration not stated)	i	i	i	i	i	i	i	i	-6.2	i	i
Cc1cc(C)cc(-n2c(C)cc(/C=N/NC(=O)c3ccncc3)c2C)c1	i	i	i	i	i	i	i	i	-13.1	i	i
O=C(c1cc(Cl)ccc1Cl)N1CCN(Cc2ccccc2)CC1	i	i	i	i	i	i	i	i	-1.5	i	i
Cc1ccc(C(=O)Nc2ccc(CC(=O)O)cc2)o1	i	i	i	i	i	i	i	i	-10.3	i	i
O=C(O)Cc1ccc(NC(=O)c2cnccn2)cc1	i	i	i	i	i	i	i	i	-5.9	i	i
O=C(CS(=O)(=O)c1cn(Cc2cccc(F)c2)c2ccccc12)N1CCCCC1	i	i	i	i	i	i	i	i	-4.6	i	i
C/C(=N\N1CCN(C)CC1)c1ccc(OC(F)F)cc1	i	i	i	i	i	i	i	i	-6.2	i	i
CCC(=O)Nc1ccc(S(=O)(=O)N2CCc3ccccc3C2)cc1	i	i	i	i	i	i	i	i	-3.0	i	i
FC(F)(F)c1nc2ccccc2n2c(-c3ccc(Cl)cc3Cl)nnc12	i	i	i	i	i	i	i	i	-2.1	i	i
COc1ccc(/C=N/Nc2ccc([N+](=O)[O-])cc2S(=O)(=O)N2CCN(C)CC2)cc1	i	i	i	i	i	i	i	i	-6.4	i	i
Cc1cc(NC(=O)CCC(=O)N(c2ccccc2)C(C(=O)NC2CCCC2)c2ccccc2C)no1 (configuration not stated)	i	i	i	i	i	i	i	i	-6.8	i	i
O=S(=O)(CCc1ccncc1)C1Cc2cccc3cccc1c23 (configuration not stated)	i	i	i	i	i	i	i	i	-7.2	i	i
COc1ccc(C2=NO[C@H]3C[C@](C(=O)NC(C)C)(S(=O)(=O)c4ccccc4)C[C@@H]23)cc1	i	i	i	i	i	i	i	i	-0.7	i	i
Cc1ccc(/C=C/C(=O)NCc2cccs2)c(C)c1	i	i	i	i	i	i	i	i	-2.7	i	i
COc1cc(/C=C(\C#N)c2nc3ccccc3[nH]2)ccc1Oc1ccc([N+](=O)[O-])cn1	i	i	i	i	i	i	i	i	-11.1	i	i
COC(CNC(=O)CCc1c(C)nc2c(-c3ccc(F)cc3)c(C)nn2c1C)OC	i	i	i	i	i	i	i	i	-9.7	i	i
COc1ccc(C(=O)NNC(=O)c2ccncc2)cc1[N+](=O)[O-]	i	i	i	i	i	i	i	i	-4.0	i	i
CCCCSCCCNC(=O)Nc1ccc(C)c(C)c1	i	i	i	i	i	i	i	i	-0.1	i	i
NC(=O)Cc1c[nH]c2cccc(O)c12	i	i	i	i	i	i	i	i	-2.8	i	i
COc1cc(OC)c(C2SCCCS2)cc1OC	i	12.8*	i	i	i	i	i	i	-7.8	i	i
Cc1ccc(-n2nc3c([n+]2[O-])CCc2c-3no[n+]2[O-])cc1	i	i	i	i	i	i	i	i	-2.0	i	i
COCCNC(=O)c1ccccc1NC(=O)c1ccccc1N(C)S(C)(=O)=O	i	i	i	i	i	i	i	i	-8.8	i	i
O=C(CN1CCOCC1)Nc1ccc(Cl)cc1	i	i	i	i	i	i	i	i	-4.5	i	i
Cc1cccc(N2CCN(C(=O)c3cc4c(=O)[nH]c5ccccc5c4n3C)CC2)c1C	i	i	i	i	i	i	i	i	-6.7	i	i
O=C(O)COc1ccc2occ(C(=O)c3ccccc3)c2c1	i	i	i	i	i	i	i	i	-5.7	i	i
CC(NCc1cccs1)c1ccccc1 (configuration not stated)	i	i	i	i	i	i	i	i	-9.2	i	i
O=C(NCc1ccncc1)C(=O)NCC1OCCN1S(=O)(=O)c1ccc(Cl)cc1 (configuration not stated)	i	i	i	i	i	i	i	i	-2.7	i	i
CCCCC(=O)Nc1ccc(C(=O)Nc2cccnc2)cc1	i	i	i	i	i	i	i	i	-16.9	i	i

Further records
SMILES	KCNQ1 pot	MrgX1 allo act	KCNQ1 inh	ANO1 block	RGS4 act	KCNK3 inh	KCNK9 block	TMEM16A act	hERG protect	MrgX1 agonist	RGS4 inh
CC1(C)N=C2C(=[N+]1[O-])CCC/C2=N\O	i	i	i	i	i	i	i	i	-8.6	i	i
Cc1ccc(S(=O)(=O)Nc2cccc3ncccc23)cc1	i	i	i	i	i	i	i	i	-8.2	i	i
O=C(N/N=C/c1ccccc1F)c1csc2c1CCCC2	i	i	i	i	i	i	i	i	-3.8	i	i
Cc1cc(C(=O)CCC(=O)N2CCN(c3ccccc3F)CC2)c(C)s1	i	i	i	i	i	i	i	i	-25.5	i	i
O=C(O)c1ccc(-n2cccn2)c([N+](=O)[O-])c1	i	i	i	i	i	i	i	i	-6.8	i	i
CC1(C)COC2(OC1)C(=O)N(CN1CCOCC1)c1ccccc12	i	i	i	i	i	i	i	i	-13.0	i	i
CCCNC(=O)CN1CCC(c2nc3ccccc3[nH]2)CC1	i	11.6*	i	i	i	i	i	i	-9.6	i	i
CC1(C)Cc2c(C#N)c(SCC(=O)O)nc(N3CCOCC3)c2CO1	i	i	i	i	i	i	i	i	-9.7	i	i
Cc1ccn2c(NCc3ccccc3)c(-c3cccs3)nc2c1	i	i	i	i	i	i	i	i	-0.7	i	i
O=C(c1cc(-c2ccc(Cl)cc2)nc2ccccc12)N1CCC1	i	i	8*	i	i	i	i	i	-27.1	i	i
